# Arrestin-AP2 inh – inhibitors of beta-arrestin/AP2 binding, primary screen, biochemical, GPCR trafficking, flow cytometry | beta-arrestin 1 C-terminal peptide binding to AP2 beta2-adaptin appendage (human) | FITC-arrestin peptide / GST-AP2 beads; AP2 beta2 appendage carries R879A mutation | inhibition, % at 10 µM | 340,000 tested, 0.31% active;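 active = inhibition above a set limit, near 3 SD of compounds lacking own fluorescence, cut at about 54% in these data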;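 also: plate controls were DMSO wells for no effect and 5 µM unlabelled arrestin peptide for full effect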
#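 System: GST-tagged AP2 beta2-adaptin appendage (R879A) on 4 µm glutathione beads / Reagent: FITC-arrestin peptide, 50 nM / Detection: HyperCyt-sampled flow cytometry, FL1 channel, ex 488/em 535 nm / Timing: 12 min plus 1 h, RT / Buffer or medium: PBS plus Tween 20 (0.05%) and BSA (0.1%)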
# PKA-R1A act – activators of PKA-R1A holoenzyme, primary screen, biochemical, fluorescence polarization, Cy5-IP20, bovine R1A, mouse PKAc; cAMP-dependent protein kinase type I-alpha regulatory subunit (Bos taurus) + …; PKA-R1A dissociation; scaled: DMSO 0%, 113 µM cGMP 100%; activation, % at 11.4 µM; 340,000 tested, 0.083% active;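 active = percent activation above the mean of all tested compounds plus 3 SD, cut at about 19% in these data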;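 also: higher means more PKAc released from R1A so a rise in polarization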
# phage Ecoli inh – growth loss of phage-infected E. coli, primary screen, RecBCD inhibitor project, absorbance, with phage, HTS | inhibition, % at 11.9 µM | 360,000 tested, 0.26% active; in the data active = inhibition above about 11%
# SUMO Mot1 rescue – yeast Mot1-301 growth rescue at high temperature, primary screen, SUMOylation pathway inhibitor project, S. cerevisiae, ATP luminescence, 38.5C; S. cerevisiae Mot1-301 growth rescue; percent above DMSO median, 100 means doubled; growth rescue, % at 18.8 µM; 320,000 tested, 1% active; AID 2716, 2010;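 active = every valid replicate shows activation above 250% relative to neutral control wells; inactive = the rest, any valid replicate at or below 250%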;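 also: OY570 slx delta 5 strain wells were the positive control but not used for scaling; some compounds called inactive have numbers as strong as hits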
# AddAB inh – growth inhibition of E. coli expressing H. pylori AddAB, primary screen, AddAB inhibitor project, absorbance; inhibition, % at 11.9 µM; 330,000 tested, 0.29% active; in the data active = inhibition above about 12%;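 also: 0% = vehicle wells of infected cells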
# OPRM1-OPRD1 inv – inverse agonists of MOR-DOR heterodimerization, primary screen, cell-based, luminescence. inhibition, % at 9.3 µM. cell-based MOR-DOR heterodimer luminescence, inverse agonism. 340,000 tested, 0.21% active; in the data active = inhibition above about 22%, passing the limit was not always enough;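 also: 0% = cells with DMSO and 100% = wells without cells with DMSO; values of inactives mirror those of a sister screen read the other way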
# Pemphigus Ab inh – inhibitors of pemphigus antibody binding to DSG3, primary screen, biochemical, bead-based, flow cytometry, scFv-GFP | binding (percent of control), % at 10 µM | Desmoglein-3 (Homo sapiens), P32926 | 310,000 tested, 0.48% active | DSG3-coupled beads, scFv-anti-DSG3-GFP binding; active compounds read low | AID 588358, 2011;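 active = binding more than 3 SD below its plate's average and above zero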;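 also: hits lower antibody fragment binding to DSG3; some compounds called inactive have numbers as strong as hits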
# Target sequence (P32926 whole entry, looked up, the tested form may be a part): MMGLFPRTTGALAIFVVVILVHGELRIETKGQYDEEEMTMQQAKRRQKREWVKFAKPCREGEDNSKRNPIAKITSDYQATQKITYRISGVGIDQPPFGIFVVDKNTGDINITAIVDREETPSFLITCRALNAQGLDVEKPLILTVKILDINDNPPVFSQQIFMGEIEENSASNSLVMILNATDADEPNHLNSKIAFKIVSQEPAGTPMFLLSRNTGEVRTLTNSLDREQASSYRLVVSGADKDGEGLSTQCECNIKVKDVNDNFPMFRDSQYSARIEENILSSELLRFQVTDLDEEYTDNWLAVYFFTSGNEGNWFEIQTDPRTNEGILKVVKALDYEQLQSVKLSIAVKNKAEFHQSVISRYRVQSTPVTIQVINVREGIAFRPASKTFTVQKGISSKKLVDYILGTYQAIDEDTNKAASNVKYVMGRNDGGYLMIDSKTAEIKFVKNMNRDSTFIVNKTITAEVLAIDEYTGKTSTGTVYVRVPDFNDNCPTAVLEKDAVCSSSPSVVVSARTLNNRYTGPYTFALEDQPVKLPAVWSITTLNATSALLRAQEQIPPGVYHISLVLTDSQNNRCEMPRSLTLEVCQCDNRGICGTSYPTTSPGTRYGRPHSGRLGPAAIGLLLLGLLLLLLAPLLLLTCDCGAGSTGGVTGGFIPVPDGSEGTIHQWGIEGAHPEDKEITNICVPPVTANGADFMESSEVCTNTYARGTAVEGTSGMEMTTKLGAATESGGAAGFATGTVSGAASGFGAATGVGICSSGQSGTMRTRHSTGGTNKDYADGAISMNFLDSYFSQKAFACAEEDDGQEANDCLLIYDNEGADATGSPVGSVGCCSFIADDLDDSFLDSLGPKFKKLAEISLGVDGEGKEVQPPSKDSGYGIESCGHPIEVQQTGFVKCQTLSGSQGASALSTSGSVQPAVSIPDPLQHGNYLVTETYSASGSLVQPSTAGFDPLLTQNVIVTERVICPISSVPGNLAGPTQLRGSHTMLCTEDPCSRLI
# PfHsp90 set2 – growth inhibition of PfHsp90-expressing yeast, primary screen, antimalarial PfHsp90 inhibitor project, S. cerevisiae, BacTiter-Glo luminescence, single point, set 2; BacTiter-Glo ATP, 48 h; yeast lacking PDR1 and PDR3 efflux regulators; inhibition, % at 9.4 µM; 310,000 tested, 0.32% active; AID 504621, 2011;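 active = every replicate shows inhibition above about 80%, whatever the replicate mean, limit read from the data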;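 also: 0% = DMSO neutral controls and 100% = 20 µM radicicol positive controls; yeast relying on Plasmodium falciparum Hsp90 in place of its own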
# Tat export inh – E. coli Tat export inhibitors, primary screen, MC4100, TorA-mCherry reporter, fluorescence, single point; 340,000 tested, 0.036% active; inhibition, % at 10 µM;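 active = mean replicate inhibition at least 50% and at least half of replicates individually reaching 50%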;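 also: exported cargo escapes ClpAP degradation while cytoplasmic cargo is degraded and loses fluorescence; 0% = median of neutral control wells and 100% = median of NaSCN control wells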
# MOR-DOR ag – agonists of OPRM1-OPRD1 heterodimerization, primary screen, cell-based, luminescence. Mu-type opioid receptor (Homo sapiens) + Delta-type opioid receptor (Homo sapiens), …. cells. activation, % at 9.3 µM. 340,000 tested, 0.3% active; in the data active = activation above about 18%;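 also: 0% = vehicle-treated cells and 100% = reference agonist; values of inactives mirror those of a sister screen read the other way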
# E coli growth – E. coli V3065 growth inhibition, primary screen, counter-screen for AddAB inhibitor project, absorbance, OD600; 18 h; inhibition, % at 11.9 µM; 330,000 tested, 0.27% active; AID 449728, 2010;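 active = inhibition above the campaign's mean inhibition across all tested compounds plus 3 SD, cut at about 9.9% in these data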;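 also: uninfected addAB+ strain grown without phage in ampicillin broth; 0% = DMSO wells and 100% = ciprofloxacin 0.95 µg/ml wells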
# Numbers without * were called inactive; . = no result given; + = active, no number.
# Order of values: phage Ecoli inh	AddAB inh	Tat export inh	Pemphigus Ab inh	SUMO Mot1 rescue	Arrestin-AP2 inh	OPRM1-OPRD1 inv	MOR-DOR ag	PfHsp90 set2	E coli growth	PKA-R1A act
- CCCCOc1ccc(C(=O)N2CCNC(=O)C2CC(=O)OC(C)C)cc1 (centres undefined)
 : -0.1	4.5	2	111	195	1	14	-2.8	15	-1.2	-4
- COc1ccc(C(=O)NCc2n[nH]c(=S)n2-c2ccccc2)cc1OC
 : -1.2	3.1	-5	92	119	5	4	-0.8	0	-2.0	2
- CC(=O)Nn1c(COc2ccccc2C)nc2ccccc2c1=O
 : 1.2	3.8	-1	97	78	4	1	-0.2	7	0.2	4
- Cc1ccc(/C=N/n2cnc3sc4c(c3c2=O)CCCC4)o1
 : 0.4	-1.8	1	109	31	-32	21	-3.8	-2	-1.4	-2
- Oc1c(N=NC(=S)Nc2ccccc2F)c2ccccc2n1Cc1cccc(Cl)c1
 : 2.5	3.6	-4	95	-26	9	-9	1.7	-23	-0.6	2
- CC(C)(C)c1ccccc1NC(=O)NC1CCN(Cc2c(F)cccc2Cl)CC1
 : 2.4	0.0	-14	92	20	-2	.	.	-7	-1.8	.
- Nc1ncnc2c1ncn2[C@@H]1O[C@H](CNCc2cccc(C#Cc3ccccc3)c2)[C@@H](O)[C@H]1O
 : 3.5	-0.7	6	108	.	3	12	-2.4	-5	-0.7	-7
- CCCSC1=N/C(=C\c2ccc3c(c2)OCO3)C(=O)S1
 : 2.5	0.9	0	97	-15	24	12	-1.9	-11	0.3	-4
- CSc1ccccc1C(=O)C1CCCN(C(=O)NC(C)C)C1 (centres undefined)
 : 1.5	5.5	5	104	-14	12	7	-1.4	.	-0.8	-3
- Cc1ccccc1Oc1nnc(-c2cccs2)c2ccccc12
 : 5.0	.	17	107	.	8	-24	3.3	16	.	-4
- CCN(C(=O)COC(=O)CSc1ccc(C(N)=O)cc1[N+](=O)[O-])C1CCCCC1
 : 3.1	2.3	1	117	60	-6	4	-0.8	-20	-0.8	-4
- COc1ccc(OCc2nnc3n2N=C(c2ccc(C)cc2)CS3)cc1
 : 2.9	5.9	-23	106	10	2	8	-1.6	-9	-2.4	10
- Cn1c(=O)cc(OCC(=O)NCCC2=CCCCC2)c2ccccc21
 : 7.5	0.3	0	109	-9	6	17	-3.6	-10	-1.2	-2
- COc1ccccc1NC(=S)NC1CCCCCCCCCCC1
 : -4.6	5.8	-1	98	-7	1	-8	1.5	-8	-0.8	-6
- CCOC(=O)c1cc2occc2n1Cc1ccc(F)cc1
 : 4.3	-2.2	8	100	10	10	-36	6.8	1	-1.5	-6
- Cc1ccc(C(=O)NCC(=O)OCC(=O)NCCc2ccccc2)s1
 : 2.0	-0.4	2	96	-15	5	0	0.0	15	-0.4	3
- CCOC(=O)CN1C(=O)/C(=C/c2cccc(Br)c2)Oc2ccccc21
 : -0.3	0.8	-10	89	57	6	14	-3.0	7	1.0	-7
- O=C(NC1CCCCC1)c1ccc(COc2ccccc2)o1
 : 4.6	3.4	9	109	-2	-12	0	0.1	.	1.3	-7
- O=[N+]([O-])c1ccccc1/C=C/C=N/n1c(-c2ccc(Cl)cc2)n[nH]c1=S
 : 1.6	-1.3	-1	104	11	4	-24	4.0	-10	-3.8	-3
- COc1ccc2nc(NC(=O)c3ccccc3[N+](=O)[O-])sc2c1
 : 4.6	-0.3	3	94	8	-5	17	-3.5	-25	-0.8	-2
- COc1ccc(NC(=O)CSc2nccc(C)n2)cc1
 : 2.3	3.9	1	108	+	-13	7	-1.7	3	2.3	-16
- CC(=O)c1cccc(NC(=O)CN(Cc2ccccc2)S(C)(=O)=O)c1
 : 0.8	4.9	1	86	6	-8	1	-0.1	11	-0.3	0
- COc1ccc(C(C(C(=O)c2ccco2)N2CCOCC2)N2CCOCC2)cc1 (centres undefined)
 : 4.5	-0.4	-5	100	-2	-59	26	-5.3	-21	1.3	-2
- COc1ccc(-c2ccc(OC(=O)NC3CCS(=O)(=O)C3)cc2)cc1 (centres undefined)
 : -1.5	4.4	1	.	24	-17	13	-2.6	-26	1.1	0
- Cc1cccc(-c2nnc(SCC3CNC(=O)O3)n2-c2ccc(Cl)cc2)c1 (centres undefined)
 : 2.5	3.5	8	93	-5	-13	7	-1.4	-3	0.2	-3
- COC(=O)c1sc(N)c(C(=O)OC)c1COC(=O)C1CC(=O)N(Cc2ccco2)C1 (centres undefined)
 : -0.4	-0.4	7	106	6	-1	17	-3.1	9	-0.1	9
- CC(=O)Nc1ccc(S(=O)(=O)NCCC(=O)OC(C)C(=O)c2ccc(C)cc2)cc1 (centres undefined)
 : 1.6	-0.2	0	102	-8	19	12	-2.2	7	2.4	4
- CC(C)CCN(C(=O)Cc1ccccc1F)c1c(N)n(Cc2ccccc2)c(=O)[nH]c1=O
 : 1.7	1.3	7	92	12	28	7	-1.4	-5	-0.8	-1
- O=C(c1cccc(F)c1)N1CCN(S(=O)(=O)Cc2ccccc2)CC1
 : -0.1	0.3	-7	91	-12	3	17	-3.4	3	-1.0	1
- COc1ccc(CCN2CC(C(=O)NCCc3cnn(C)c3)CCC2=O)cc1 (centres undefined)
 : 2.8	1.7	2	.	287	4	10	-1.9	-9	-0.4	-7
- CCC1(C)CC(c2nc(-c3ccc(OC)cc3)cs2)CCS1 (centres undefined)
 : -0.9	0.9	6	105	4	-14	-1	0.2	-6	1.4	-2
- O=C(C[C@@H]1C/C=C/CC[C@@H](Cc2ccc(F)cc2)C(=O)O[C@H](c2ccccc2)CNC1=O)NCCO
 : 2.5	-7.6	-1	106	-22	0	14	-2.2	-13	-1.1	1
- CCC(C)[C@H](NC(=O)NC1CC1)C(=O)O (some centres undefined)
 : 3.1	0.6	-5	125	-20	-7	7	-1.3	.	-0.4	-4
- CC(C)(C)C1CCC(OC(=O)CCC(=O)Nc2ccccc2)CC1 (centres undefined)
 : 2.0	2.2	10	98	-18	-6	-26	4.1	-23	0.1	-8
- Cc1nc(-c2ccccc2O)n(S(=O)(=O)N(C)C)n1
 : 4.1	3.6	3	.	2	-14	-7	1.2	26	-2.0	-11
- COc1ccccc1C(CNC(=O)c1ccc(NS(=O)(=O)c2ccc(C(C)=O)cc2)cc1)N1CCCC1 (centres undefined)
 : 2.2	.	-4	.	.	-4	12	-2.9	-16	.	3
- CC1(CCc2ccccc2)NC(=S)N(c2ccccc2)N1 (centres undefined)
 : 2.7	0.8	2	.	52	19	10	-1.8	-2	2.8	4
- N[C@@H](Cc1ccc(O)cc1)C(=O)Nc1ccc2ccccc2c1
 : 2.2	1.3	10	104	4	16	24	-6.3	-9	0.2	0
- C#CCOCCOCCOCCNc1nc(N2CCN(C(=O)[C@H](CCCN=C(N)N)n3cc(C(N)[C@H](C)CC)nn3)CC2)nc(N2CCN(C(=O)[C@H](CCCN=C(N)N)n3cc(C(N)[C@@H](C)CC)nn3)CC2)n1 (some centres undefined)
 : .	3.8	16	108	-13	10	11	-2.0	-7	0.0	5
- C=CCNC(=O)c1ccccc1NC(=O)c1cccc2ccccc12
 : 1.1	-0.1	-2	99	103	-3	-9	1.6	1	-1.9	-6
- Cc1cccc(C)c1N1C(=O)CC(N2CCN(S(=O)(=O)c3ccccc3F)CC2)C1=O (centres undefined)
 : 1.6	0.5	4	101	-19	1	4	-0.9	-7	-0.9	10
- COc1cccc(C2CC(c3ccc(Cl)cc3Cl)n3nc(N)nc3N2)c1 (centres undefined)
 : 0.5	0.6	3	106	6	10	6	-1.1	.	-0.3	-3
- CCc1ccc(-c2ccc3nnc(SCC(N)=O)n3n2)cc1
 : 1.7	1.9	3	103	116	-6	4	-0.8	-15	-0.3	-5
- O=c1[nH]c(/C=C/c2ccccc2)c([N+](=O)[O-])c(=O)[nH]1
 : -0.5	.	5	86	2	10	6	-1.3	1	.	-4
- CCCCCCCNC(=O)C1(CC2CC(c3ccc(Cl)cc3)=NO2)CCN(C(=O)c2cc(OCC)c(OCC)c(OCC)c2)CC1 (centres undefined)
 : 3.8	3.9	7	98	6	7	8	-1.6	0	1.7	6
- Cc1nc(=S)n(-c2ccccc2)[nH]1
 : 1.1	3.9	1	107	-22	-1	9	-2.2	11	-0.9	-3
- Cc1cccc(S(=O)(=O)N2CCC(CO)(Cc3ccccc3)CC2)c1
 : 1.1	-1.6	1	94	-4	14	2	-0.5	0	0.0	6
- NC(=O)c1cc2n(n1)C(C(F)(F)F)CC(c1ccco1)N2 (centres undefined)
 : 3.0	0.5	5	99	-1	-6	4	-0.7	-27	-2.7	6
- CCN(CC(=O)NCc1cccs1)C(=O)c1ccc(NS(=O)(=O)c2ccc(C(C)=O)cc2)cc1
 : 0.4	-1.3	-1	104	9	-1	4	-0.6	.	-2.3	-17
- Cc1cc(C)n(-c2nnc(C)n2N)n1
 : -2.5	4.3	2	95	4	-1	10	-1.7	-6	2.2	3

# Later entries:
# Order of values: phage Ecoli inh	AddAB inh	Tat export inh	Pemphigus Ab inh	SUMO Mot1 rescue	Arrestin-AP2 inh	OPRM1-OPRD1 inv	MOR-DOR ag	PfHsp90 set2	E coli growth	PKA-R1A act
- Cn1c(=O)n(CCc2ccccc2)c(=O)c2c1ncn2Cc1ccccc1
 : 0.3	0.1	-4	100	233	27	1	-0.2	.	0.4	-1
- CCCCc1ccc(NC(=S)Nc2ccc(Cl)c(S(=O)(=O)N(C)C)c2)cc1
 : 1.8	1.8	4	106	-11	11	-12	2.4	2	4.6	-3
- CN(CCc1ccccc1)C(=O)c1ccc(NC(=O)Cc2ccc(NC(=O)C3CCCN(C(=O)C4CC4)C3)cc2)cc1 (centres undefined)
 : 1.8	.	-2	100	.	1	3	-0.6	5	.	-12
- C[C@H](CO)N1C[C@H](C)[C@H](CN(C)Cc2ccccc2)Oc2c(NC(=O)Nc3ccc(F)cc3)cccc2C1=O
 : 4.8	2.1	0	101	28	-1	1	-0.2	1	-0.4	3
- COc1ccc(-c2cc(C)no2)cc1S(=O)(=O)N1CCN(c2ccccc2F)CC1
 : 4.0	1.9	1	94	-7	-7	-6	1.2	16	-1.3	-8
- CCOc1ccc(NC(=O)CN2CCN(CC(=O)Nc3cccc(F)c3)CC2)cc1
 : 2.6	2.5	-4	.	9	8	3	-0.8	-6	-1.8	11

# Screening data from PubChem BioAssay.
